PI4K2A inh – PI4K2A (human) kinase inhibition; purified PI4K2A, ADP-Glo luminescence, 1 h; stronger effect = lower value; Q9BTU6; activity change, negative = inhibition, % at 76.9 µM; AID 1346378; 0.13% of 420,000 active; in the data active = activity change below about -50%; inconclusive = mostly about -30% to -49%;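 also: -100% = wells without enzyme as full effect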
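ADP-Glo luminescence measured ADP generated by PI4K2A enzyme (4 ug/mL before mixing) with 1.2 mM PI substrate (pre-mix) and 300 microM ATP (pre-mix). Tris pH7.5 buffer with MgCl2, Triton X-100; 1 h reaction at ambient temperature.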
JMJD2A Tudor – inhibitors of human JMJD2A Tudor domain. O75164. AlphaScreen JMJD2A-Tudor / H3K4me3 peptide binding. Potency, µM (series often up to 114 µM), without a hit: at the highest dose activity change, negative = inhibition, actives largely listed as inhibitors. 4.4% of 390,000 active. AID 504339; also: potency is read from the fitted curve at half-maximal effect; % is scaled to controls: 0 for no effect and ±100 for the full control effect; nearly all actives have a fitted effect of over 50% in size
HP1b chromo inh – HP1-beta chromodomain-methylated histone interaction inhibition; P83916; AlphaScreen HP1-beta / biotin-H3K9me3 peptide binding; Potency, µM (top dose mostly 114 µM), for inactives: top-dose activity change, negative = inhibition, actives largely listed as inhibitors; 0.56% of 390,000 active; also: potency is read from the fitted curve at half-maximal effect; nearly all actives have a fitted effect of over 70% in size; inactives centre near 23
Target sequence (P83916 whole entry, looked up): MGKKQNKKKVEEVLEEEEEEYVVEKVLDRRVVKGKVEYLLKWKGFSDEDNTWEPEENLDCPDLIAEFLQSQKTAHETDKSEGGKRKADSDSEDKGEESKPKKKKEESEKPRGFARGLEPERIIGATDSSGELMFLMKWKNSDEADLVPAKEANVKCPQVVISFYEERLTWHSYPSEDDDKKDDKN
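AlphaScreen: HP1-beta (50 nM) preformed 30 min with biotin-H3(1-18)K9me3 peptide (50 nM) in PBS pH 7.4, 0.01% Tween-20. Compound added for 30 min at RT, then streptavidin donor/nickel chelate acceptor beads (10 ug/mL) for 30 min.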
RGS4 inhibitor – blocks human RGS4-accelerated GTP hydrolysis. P49798. Transcreener GDP fluorescence polarization, RGS4-accelerated GTP hydrolysis. Potency, µM (titrated, usually from 114 µM), inactives show at the highest dose activity change, negative = inhibition, most hits filed as inhibitors. 0.039% of 390,000 active. AID 504845; also: potency is read from the fitted curve at half-maximal effect; % is scaled to controls: 0 for no effect and ±100 for the full control effect; nearly all actives have a fitted effect of over 75% in size; some results filed as inactive show a strong effect at the top dose
Target sequence (P49798 whole entry, looked up): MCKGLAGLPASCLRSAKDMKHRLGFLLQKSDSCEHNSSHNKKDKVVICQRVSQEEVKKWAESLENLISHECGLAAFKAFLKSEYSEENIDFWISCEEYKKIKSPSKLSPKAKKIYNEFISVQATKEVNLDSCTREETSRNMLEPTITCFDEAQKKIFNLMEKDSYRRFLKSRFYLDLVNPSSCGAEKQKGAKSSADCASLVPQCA
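MLSMR compounds (23 nl, pin-transferred) preincubated 10 min at room temperature with a 500nM (2x) first reagent, then RGS4 at 900nM (2x) plus Transcreener GDP mix added; fluorescence polarization (620/688 nm) read before and after 90 min at 30 °C.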
GLS inhibitor – glutaminase GLS (human) inhibition; GLS enzymatic activity, qHTS titration; O94925; Potency, µM (doses to about 45.5 µM), without a hit: at the highest dose activity change, negative = inhibition, most hits filed as inhibitors; 0.21% of 410,000 active; AID 624170; also: potency is read from the fitted curve at half-maximal effect; % is scaled to controls: 0 for no effect and ±100 for the full control effect
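hKGA in 45 mM KH2PO4 pH 8.2, 0.02% Tween-20 with pin-transferred compounds; 1 mM L-glutamine (stock) plus glutamate oxidase/HRP/Amplex Red coupling added. Fluorescence read initially and after 30 min at RT.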
G9a block – blocks human histone lysine methyltransferase G9a | AID 504332 | Q96KQ7 | G9a H3K9 monomethylation, AlphaScreen, 2 h | Potency, µM (series often up to 102 µM), without a hit: at the top dose activity, negative = inhibition, most hits filed as inhibitors | 8.8% of 350,000 active; also: potency is read from the fitted curve at half-maximal effect; % is scaled to controls: 0 for no effect and ±100 for the full control effect; nearly all actives have a fitted effect of over 75% in size
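Compounds were preincubated with 20 nM G9a for 15 min, after which biotinylated H3K9 peptide (500 nM) and SAM (20 uM) started a 2 h room-temperature reaction. Monomethylated product was quantified by antibody-based AlphaScreen chemiluminescence.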
BAZ2B block – inhibitors of human BAZ2B bromodomain | AID 504333 | Potency, µM (top dose mostly 114 µM), inactives show at the top dose activity change, negative = inhibition, hits mostly inhibitors | AlphaScreen BAZ2B-H3K14Ac peptide displacement | Q9UIF8 | 4.4% of 360,000 active; also: potency is read from the fitted curve at half-maximal effect; % is scaled to controls: 0 for no effect and ±100 for the full control effect; nearly all actives have a fitted effect of over 60% in size
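Compounds, titrated to a top concentration of 110 uM, were incubated 30 min at room temperature with preformed BAZ2B/acetyl-K14 H3 peptide complex (50 nM each). Proximity signal was measured by AlphaScreen after 20 min with beads.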
ALOX12 inh – blocks human arachidonate 12S-lipoxygenase. Potency, µM (titrated, usually from 108 µM), without a hit: at the highest dose activity change, negative = inhibition, actives largely listed as inhibitors. P18054. 1.1% of 580,000 active. AID 1671190. purified 12hLO, xylenol orange hydroperoxide absorbance; also: potency is read from the fitted curve at half-maximal effect; % is scaled to controls: 0 for no effect and ±100 for the full control effect
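Purified human 12hLO at 150 nM in 25 mM Hepes, 0.01% Triton X-100, pH 7.0, preincubated 15 min at room temperature with compound. Reaction started with 40 uM arachidonic acid, 30 min at room temperature. Hydroperoxide measured by Fe-xylenol orange, 573/405 nm absorbance ratio.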
ERG-DNA inh – inhibitors of human ERG Ets domain-DNA interaction; fluorescence polarization, His-ERG Ets domain / labelled DNA; Potency, µM (highest dose often 76.9 µM), for the others: at the highest dose FP activity, negative = inhibition, hits mostly inhibitors; 0.028% of 370,000 active; P11308; active = well fitted inhibition curve with a large enough effect in the polarisation, with a control signal flat; inconclusive = small, poorly fitted or top-dose-only effect, or effect the other way, or a change in a side signal; inactive = no such curve, though single readings can be large or run the other way; the % refers to the polarisation;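 also: polarization taken with two DNA probes labelled with fluorescein and Texas red; potency is read from the fitted curve at half-maximal effect; % of control where 0% means no effect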
Target sequence (P11308 whole entry, looked up, the tested form may be a part): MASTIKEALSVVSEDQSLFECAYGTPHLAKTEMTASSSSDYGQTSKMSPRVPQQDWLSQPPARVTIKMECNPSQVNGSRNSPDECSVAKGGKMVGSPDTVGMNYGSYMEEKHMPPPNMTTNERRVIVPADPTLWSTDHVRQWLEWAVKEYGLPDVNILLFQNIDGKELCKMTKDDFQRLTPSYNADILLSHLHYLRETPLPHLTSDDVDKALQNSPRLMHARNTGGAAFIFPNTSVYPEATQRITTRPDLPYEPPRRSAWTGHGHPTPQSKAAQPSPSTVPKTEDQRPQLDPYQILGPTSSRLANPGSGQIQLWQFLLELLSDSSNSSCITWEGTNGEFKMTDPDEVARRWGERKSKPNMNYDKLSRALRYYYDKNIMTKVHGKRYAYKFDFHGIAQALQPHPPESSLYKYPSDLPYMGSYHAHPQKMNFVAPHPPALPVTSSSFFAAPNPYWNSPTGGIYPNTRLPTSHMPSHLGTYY
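His-tagged ERG Ets domain (1 uM in the protein solution; 300mM KCl, 50mM Tris-HCl, 1mM EDTA, 1mM DTT, pH 7.5) received compound, then a probe mix of 5 nM fluorescein-DNA and 100nM Texas-615-DNA. Fluorescence polarization was read for both dyes.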
* marks the source's active call; other numbers are inactive results; i = inactive; u = inconclusive; x = no result given; ! = not active in a repeat; [ ] = another dose, or the depositor's remark. Unless noted, calls follow the shape of the dose curve; as a rule, active = well fitted curve in the direction sought with a large enough effect; inconclusive = small, poorly fitted or top-dose-only effect, or another doubt; inactive = no such curve, though single readings can be large; an effect the other way counts as inactive or inconclusive. Some of the compounds tested. The share of hits here may be higher or lower than overall.

SMILES	PI4K2A inh	JMJD2A Tudor	HP1b chromo inh	RGS4 inhibitor	GLS inhibitor	G9a block	BAZ2B block	ALOX12 inh	ERG-DNA inh
NC(=S)NNC(=O)C12CC3CC(CC(C3)C1)C2	4	-9%	9%	-15%[11.4 µM]	56%[activator]	u	-32%	-4%	-5%
Cc1cc(C)nc(SCC(=O)c2ccc(O)cc2O)n1	5	-12%	63%[activator]	-27%	6%	40µM*	-5%	-8%	8%
Cc1cc2c(cc1S(=O)(=O)CCC(=O)Nc1ccc(OC(F)(F)F)cc1)OCC(=O)N2	-5	-12%	31%	1%	4%	-3%[59 µM]	1%	-4%	-1%
COc1cc(C(=O)Nc2ccc(NC(=O)C3CCCCC3)nc2)cc(OC)c1OC	13	-8%	16%	-14%	0%	13%	-36%	-27%	4%
O=C(CCN1C(=O)C2C3C=CC(C3)C2C1=O)N1CCN(c2ccc([N+](=O)[O-])cc2)CC1 (stereo not drawn)	-6	-13%	30%	23%[11.4 µM]	13%	-37%	-15%	-20%	1%
O=C(Cn1cnc2c(oc3ccccc32)c1=O)N1CCCC1	9	11%	13%	0%	-10%	-24%	-12%	6%	-2%
CC(C)=CCc1c2c(c3occ(-c4ccc(O)c(O)c4)c(=O)c3c1O)C=CC(C)(C)O2	-2	22µM*	u	-42%	19%	x	x	40µM*!	x
O=C(OC1CCCCC1)c1ccc(NC(=O)c2ccco2)cc1	4	-21%	13%	7%	2%	12%[12.7 µM]	8%	u	-3%
COCCN(CC(=O)Oc1ccccc1P(=O)(OC)OC)Cc1ccccc1	0	-8%	3%	-4%	-8%	-1%	2%	9%	2%
CS(=O)(=O)N(CC(=O)N1CCOCC1)c1cccc(Cl)c1Cl	8	-16%	u	-1%	-10%	x	-5%	33%[activator]	2%
Cc1ccc(S(=O)(=O)N2CCC(C(=O)OCc3ccc([N+](=O)[O-])cc3)CC2)cc1	0	-23%	3%	-6%	2%	27%[59 µM]	3%	-23%	0%
CCC(Oc1ccccc1)C(=O)N1CCN(CC)CC1 (stereo not drawn)	-2	-5%	54%[activator]	-19%	-5%	23%[59 µM]	7%	40%[activator][57.4 µM]	6%
O=C(O)c1ccccc1Oc1ccc(Oc2ccccc2)cc1	5	8%	54%[activator]	1%	-2%	-10%	4%	11%	-8%
COc1ccc(OCCC(=O)OCC(=O)NC2CCCCCCC2)cc1	3	-10%	50%[activator]	-20%	-12%	12%	-10%	-3%	-12%
CCCc1cc(=O)oc2cc(C)cc(OCC(=O)NC3CCN(Cc4ccccc4)CC3)c12	-4	-10%	25%[57 µM]	4%	-9%	16%	u	-1%	15%

Records listed above shown as hits in G9a block.
SMILES	PI4K2A inh	JMJD2A Tudor	HP1b chromo inh	RGS4 inhibitor	GLS inhibitor	G9a block	BAZ2B block	ALOX12 inh	ERG-DNA inh
Cc1cc(C)nc(SCC(=O)c2ccc(O)cc2O)n1	5	-12%	63%[activator]	-27%	6%	40µM*	-5%	-8%	8%

(next part)
SMILES	PI4K2A inh	JMJD2A Tudor	HP1b chromo inh	RGS4 inhibitor	GLS inhibitor	G9a block	BAZ2B block	ALOX12 inh	ERG-DNA inh
COc1ccc(Nc2nc3c(S(=O)(=O)c4ccccc4)nnn3c3ccc(Cl)cc23)cc1OC	0	14%	45%[activator]	13%	-9%	2%[59 µM]	-1%	u	-2%
CC1CCN(c2nn3c(=O)c(C(=O)NC(C)C)cnc3s2)CC1	2	-1%	20%	12%	-2%	4%[59 µM]	3%	-24%	0%
CCn1c(=O)c(C(=O)NNS(=O)(=O)c2ccc(Br)cc2)c(O)c2ccccc21	1	-19%	44%[activator]	9%	19%	x	10%	-12%	-3%
Cc1cccc(C(=O)O/N=C/c2c(Cl)n(C)c3ccccc23)c1	-2	21%	36%[activator]	-45%	4%	58%[activator][59 µM]	12%	1%	-1%
COCCNC(=O)CN1C(=O)COc2ccc(S(=O)(=O)N3CC(C)CC(C)C3)cc21 (stereo not drawn)	-1	-4%	37%	10%	-5%	4%	9%	i	7%
COCC(=O)Nc1nnc(Cc2ccc(OC)c(OC)c2)s1	-3	-8%	30%	2%	-12%	-39%	-6%	-12%	-14%
CCOc1ccc(NC(=O)c2cnc3scc(C)n3c2=O)cc1	0	-19%	41%[activator]	13%	5%	-16%	6%	11%	-7%
CCOc1ccc2nc(NC(=O)CC3Oc4ccccc4NC3=O)sc2c1 (stereo not drawn)	-8	-12%	30%	-24%	-1%	-41%	-13%	-4%	-10%
CC(C)CCN(C(=O)c1csnn1)C(C(=O)NC1CCCC1)c1ccc(F)cc1 (stereo not drawn)	1	-3%	29%	41%	6%	26%	-4%	-3%	4%
S=C(Nc1ccccc1)N1CCCCC1	1	-15%	12%	-8%	22%	29%[12.7 µM]	-6%	5%	5%
COc1ccc(CCCC(=O)Nc2cc(C)ccc2OC)cc1	6	12%	60%[activator]	0%	-1%	79µM*	6%	17%	u
COc1cc(/C=C/c2ccc3cccc([N+](=O)[O-])c3n2)ccc1OCC#N	-3	u	3%	-19%	-3%	2%[59 µM]	-38%	u	18%
CC1CC(C)CN(C(=O)c2cc(S(=O)(=O)N3CCCCC3)ccc2Cl)C1 (stereo not drawn)	1	-10%	71%[activator]	-11%	0%	-4%	-6%	-3%	-4%
O=C(NCC(=O)N(c1ccccc1)C(C(=O)NC1CCCCC1)c1ccncc1)c1ccco1 (stereo not drawn)	4	-6%	31%	12%	7%	13%[59 µM]	7%	2%	2%
O=C1/C(=C\c2ccc(-c3ccccc3[N+](=O)[O-])o2)C(c2ccccc2)=NN1c1ccccc1	-5	5.6µM*	7.9µM*	-26%	-1%	4µM*	6.3µM*	-6%	-3%

Limited to G9a block, for some of the entries so far:
smiles,G9a block
CC1CC(C)CN(C(=O)c2cc(S(=O)(=O)N3CCCCC3)ccc2Cl)C1 (stereo not drawn),-4%
COCCNC(=O)CN1C(=O)COc2ccc(S(=O)(=O)N3CC(C)CC(C)C3)cc21 (stereo not drawn),4%
O=C(NCC(=O)N(c1ccccc1)C(C(=O)NC1CCCCC1)c1ccncc1)c1ccco1 (stereo not drawn),13%[59 µM]
COc1cc(/C=C/c2ccc3cccc([N+](=O)[O-])c3n2)ccc1OCC#N,2%[59 µM]
CC(C)CCN(C(=O)c1csnn1)C(C(=O)NC1CCCC1)c1ccc(F)cc1 (stereo not drawn),26%
CC1CCN(c2nn3c(=O)c(C(=O)NC(C)C)cnc3s2)CC1,4%[59 µM]

New compounds follow:
SMILES	PI4K2A inh	JMJD2A Tudor	HP1b chromo inh	RGS4 inhibitor	GLS inhibitor	G9a block	BAZ2B block	ALOX12 inh	ERG-DNA inh
Cc1ccccc1OC(=O)C1C(c2ccccc2)C(C(=O)O)C1c1ccccc1 (stereo not drawn)	0	-15%	-6%	25%	13%	20%[12.7 µM]	5%	-18%	-2%
COc1ccc(CCNc2nc(N3CCCCC3)nc(N3CCCCC3)n2)cc1OC	-3	u	5%	-9%	-11%	-46%[59 µM]	u	u	-10%
Cn1cnc([N+](=O)[O-])c1SCC(O)CCl (stereo not drawn)	-22	-16%	32%	3%	2%	-5%	-23%	-15%	14%
COC(=O)c1cc(NC(=O)c2cc(-c3ccc(OC)cc3)oc2C(F)(F)F)ccc1N1CCOCC1	-5	u	15%	11%	0%	x	-35%	-3%	10%
O=C(Cc1ncc(C(F)(F)F)cc1Cl)NCCc1ccccc1	1	-12%	9%	11%	5%	-8%	-1%	1%	4%
O=C(NCc1ccc(Cl)cc1)c1cc2c(nc3sccn32)s1	-11	-10%	53%[activator]	-19%	-13%	35µM*	-22%	-12%	7%
CCCC(=O)NCCc1nc2ccccc2n1CCC	6	-7%	55%[activator]	-4%	-11%	-28%	-27%	26%	-3%
O=C(c1ccccc1Nc1ccc(SC(F)F)cc1)N1CCCCC1	-4	-17%	u	-10%	3%	4%[12.7 µM]	4%	-24%	6%
CCOc1ccc(N(CC(=O)Nc2ccc(OC)cc2)C2=NC3CS(=O)(=O)CC3S2)cc1 (stereo not drawn)	-7	-23%	28%	u	2%	-11%	-5%	11%	12%
C#CCOc1ccc(/C=N/O)cc1Cl	0	-11%	15%	26%	18%	-8%[59 µM]	0%	-23%	-3%
COc1ccccc1NC(=O)CCCn1c(=S)[nH]c2ccccc2c1=O	-3	-1%	82%[activator]	-20%	-5%	-29%	x	-12%	-6%
CC(C)NC(=O)Nc1ccc2c(c1)C(=O)N([C@H](C)CO)C[C@H](C)[C@@H](CN(C)C(=O)Nc1ccccc1)O2	2	-24%	17%	-1%	1%	x	x	-12%	2%
CCOc1ccc(NC(=O)CN(C)C(=O)c2ccc(N3CCCCCC3)c([N+](=O)[O-])c2)cc1OCC	0	50µM*	-37%	-39%	-1%	13%[2.33 µM]	u	13%	7%
Brc1ccc2c(c1)CN1CCCC1=N2	-3	-6%	32%	-6%	4%	u	0%	3%	0%

High-throughput results: PubChem BioAssay, National Center for Advancing Translational Sciences (NCATS)
